Screening results: PubChem BioAssay, National Center for Advancing Translational Sciences (NCATS)
pAkt inh = Akt phosphorylation inhibition; activity change, % for hits at 50 µM; 360,000 compounds, 0.32% hits; AID 651550; Neuro2A IGF-stimulated pAkt S473 HTRF, 20 min; hits give low values; in the data active = activity change below about -80%; inconclusive = mostly about -51% to -80%; note: % is set by controls: 0 for no effect and ±100 for the full control effect
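Neuro2A cells (4,500/well, DMEM with 0.5% FBS) were treated with compound at a single 50 µM final concentration, stimulated with 6 nM IGF for 20 min at 37 °C, and lysed. Phospho-Akt Ser473 was read by HTRF as 665/615 ratio ×10^4.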
D3 antag = D3 dopamine receptor (human) antagonism; P35462; max response, negative = inhibition, %; AID 652054; 360,000 compounds, 2.5% hits; D3R cells, DiscoveRx beta-arrestin luminescence, antagonist mode; hits give low values; in the data active = max response below about -50%; inconclusive = no clear call, values can overlap the other calls; note: % is set by controls: 0 for no effect and ±100 for the full control effect; mostly tested at two doses, the higher about 12 µM
Target sequence (P35462 whole entry, looked up): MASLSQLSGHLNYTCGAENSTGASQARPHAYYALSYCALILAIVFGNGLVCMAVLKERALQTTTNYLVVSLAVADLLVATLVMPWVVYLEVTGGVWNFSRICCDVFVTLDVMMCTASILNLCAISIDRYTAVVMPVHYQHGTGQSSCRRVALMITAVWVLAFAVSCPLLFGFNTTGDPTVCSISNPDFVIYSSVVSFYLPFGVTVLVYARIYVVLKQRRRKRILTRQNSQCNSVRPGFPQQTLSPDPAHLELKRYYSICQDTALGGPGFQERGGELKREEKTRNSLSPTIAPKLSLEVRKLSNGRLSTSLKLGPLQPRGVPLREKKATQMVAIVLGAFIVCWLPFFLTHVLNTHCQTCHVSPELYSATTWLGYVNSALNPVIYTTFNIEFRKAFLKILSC
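Cells plated overnight at 1500 cells/well, then exposed to library compounds with dopamine controls for 90 minutes at 37 degrees C. DiscoveRx reagent added for 30–60 minutes at room temperature; luminescence read, quantitative HTS format.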
PTHR1 ag = PTHR1 (human) receptor agonism; 410,000 compounds, 0.075% hits; Potency, µM (highest dose often 115 µM), for the others: at the highest dose activation, usual class: activators; AID 743266; HEK293 GP2 PTHR1 cells, GloSensor cAMP luminescence, 1 h; note: potency is the fitted concentration of half-maximal effect; nearly all actives have a fitted effect of over 55% in size; some results filed as inactive show a strong effect at the top dose; inactives centre near -15; many of its hits are not listed in these tables
Target sequence (Q03431 whole entry, looked up): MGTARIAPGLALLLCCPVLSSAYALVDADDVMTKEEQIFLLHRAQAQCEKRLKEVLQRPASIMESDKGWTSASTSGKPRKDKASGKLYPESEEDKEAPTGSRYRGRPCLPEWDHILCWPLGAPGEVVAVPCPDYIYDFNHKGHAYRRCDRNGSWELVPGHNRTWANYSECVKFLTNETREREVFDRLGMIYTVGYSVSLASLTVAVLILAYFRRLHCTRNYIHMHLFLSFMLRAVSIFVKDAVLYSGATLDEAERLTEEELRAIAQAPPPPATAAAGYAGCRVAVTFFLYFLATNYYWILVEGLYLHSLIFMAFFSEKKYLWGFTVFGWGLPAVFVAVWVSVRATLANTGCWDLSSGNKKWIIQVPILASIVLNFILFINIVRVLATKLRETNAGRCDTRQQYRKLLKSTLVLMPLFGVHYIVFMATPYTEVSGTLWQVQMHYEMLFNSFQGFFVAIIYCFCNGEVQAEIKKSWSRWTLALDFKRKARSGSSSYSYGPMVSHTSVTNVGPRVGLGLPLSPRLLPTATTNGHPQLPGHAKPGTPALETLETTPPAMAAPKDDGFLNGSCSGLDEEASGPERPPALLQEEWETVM
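HEK-293-derived GP2 cells expressing PTHR1 and a GloSensor cAMP reporter, 3,000/well, plated overnight, given luciferin plus IBMX (each 0.5 mM as added) for 1 h at 37 °C, then compound for 1 h at 37 °C. Luminescence was read after 15 min at room temperature.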
Mm-Cpn inhibitor = blocks the Methanococcus maripaludis chaperonin Mm-Cpn; purified Mm-Cpn ATPase, ADP Transcreener TR-FRET; Potency, µM (doses to about 76.9 µM), for inactives: at the highest dose activity, negative = inhibition, hits mostly inhibitors; 330,000 compounds, 0.031% hits; AID 504842; note: potency is the fitted concentration of half-maximal effect; % is set by controls: 0 for no effect and ±100 for the full control effect; nearly all actives have a fitted effect of over 80% in size
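Purified archaeal chaperonin (25 nM final) was preincubated with compound for 10 min at 37°C, then ATP (10 uM final) was added for 30 min at 37°C in Tris pH 7.4/KCl/MgCl2/DTT buffer. ADP was quantified by HTRF Transcreener TR-FRET.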
EPAC2 antag = antagonists of human EPAC2 | Q8WZA2 | EPAC2 GEF exchange of Rap1B-BODIPY-GDP, fluorescence | Potency, µM (highest dose often 114 µM), without a hit: at the highest dose activity, negative = inhibition, most hits filed as inhibitors | 360,000 compounds, 0.18% hits; note: potency is the fitted concentration of half-maximal effect; % is set by controls: 0 for no effect and ±100 for the full control effect; nearly all actives have a fitted effect of over 45% in size; many of its hits are not listed in these tables
EPAC2 ag = EPAC2 (human) agonism. Q8WZA2. EPAC2 activation, biochemical qHTS; response scale: 100% = 6.5 mM cAMP response. AID 720711. 360,000 compounds, 0.079% hits. Potency, µM (series often up to 154 µM), without a hit: at the highest dose activation, actives largely listed as activators; note: potency is the fitted concentration of half-maximal effect; nearly all actives have a fitted effect of over 50% in size
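EPAC2 (100 nM) mixed with Rap1B loaded with BODIPY-GDP (250 nM) plus 50 uM unlabeled GDP; compounds pinned in, 5 min RT, then read every 5 min for 30 min (ex 480, em 540 nm). Normalized to cAMP control.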
D3 ag = activates the human D3 dopamine receptor | P35462 | AID 652048 | 410,000 compounds, 0.58% hits | D3R DiscoveRx beta-arrestin cells, luminescence, 90 min | max activation, %; in the data active = max activation above about 30%; note: 0% is about no effect; mostly tested at two doses, the higher about 12 µM
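Agonist mode: compounds and dopamine controls were applied to plated cells for 90 min at 37 degrees C after an overnight attachment at 1500 cells/well. Luminescent read-out followed 30 - 60 minutes at room temperature with DiscoveRx detection reagent.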
CCT chaperon mod = cytosolic chaperonin activity modulation. purified chaperonin ATPase assay, HTRF ADP detection, 30 min. activity change, % (test concentration not listed), hits read low. 360,000 compounds, 0.3% hits. AID 651819; in the data active = activity change below about -30%; note: % is set by controls: 0 for no effect and ±100 for the full control effect
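TRiC (40 or 20 nM final, by batch activity) in 30 mM Tris pH 7.4, 100 mM KCl, 5 mM MgCl2, 1 mM DTT was treated with compound at 76 uM single dose, then 10 uM ATP, 30 min at 37 °C. ADP was read by HTRF Transcreener.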
* = called active by the depositor; i = inactive; ? = inconclusive; nt = not tested or not shown; & = joins results of further samples; [ ] = remark or other dose. Unless noted, calls come from the whole dose curve; as a rule, active = well fitted curve in the direction sought with a large enough effect; inconclusive = small, poorly fitted or top-dose-only effect, or another doubt; inactive = no such curve, though single readings can be large; an effect the other way counts as inactive or inconclusive. Only part of the results is shown; the hit share may differ from the screen's.

Fields – pAkt inh | D3 antag | PTHR1 ag | Mm-Cpn inhibitor | EPAC2 antag | EPAC2 ag | D3 ag | CCT chaperon mod
> Cc1ccc(NC(=O)c2cc(-c3ccco3)nc3ccccc23)cc1S(=O)(=O)N1CCOCC1
    i | 22.6 | i | -3.1% | -2.6% | 13.6% | 2.4 | -1.1
> CC(C)C(=O)N1CCC1(C)C(=O)Nc1ccccc1OC(F)F (stereo not given)
    i | 24.7 | -23.3% | nt | -9.0% | 0.7% | 6.9 | -9.2
> Cc1ccc(S(=O)(=O)N2CCN(CC(=O)NC3CCCc4ccccc43)CC2)cc1C (stereo not given)
    i | 3.5&-6.0 | -9.9% | 9.2% | -20.9%&-3.4% | 4.6%&0.3% | -2.9&0.0 | -1.7&-0.1
> O=C(Nc1ccc(Br)cn1)c1ccc(COc2c(F)c(F)cc(F)c2F)o1
    i | -12.5 | -11.0% | -3.7% | 4.6% | 2.9% | -5.0 | -0.7
> O=C(COC(=O)c1ccccn1)c1ccc([N+](=O)[O-])cc1
    i | 1.6 | i | -3.0% | -0.3% | 3.5% | -0.5 | 0.1
> COC(=O)c1cccc(NC(=O)CSc2nnc(C)n2C)c1
    i | -24.4 | i | 2.5% | 1.5% | 2.4% | -2.5 | 0.2
> Clc1nc(Oc2ccccc2)nc(-c2cn(-c3ccccc3)c3ccccc23)n1
    i | 11.5 | i | -8.3% | -5.2% | 4.5% | 7.2 | -1.2
> CCCCNC(=O)c1onc(CSc2ccccc2)c1C(=O)O
    i | 5.3 | -13.9% | 1.4% | -13.0% | 1.6% | 0.3 | -0.5
> Cc1nc2c(C)cccn2c(=O)c1NC(=O)c1ccco1
    i | 23.9 | i | -4.5% | 6.0% | 6.2% | 4.6 | 1.8
> COCC(=O)N/N=C\c1ccc(OC/C=C/c2ccccc2)c(OC)c1
    i | -18.8 | -25.5% | 1.5% | -5.5% | 10.1% | -7.0 | -4.3
> Cc1ccc(NC(=O)CSC2=NN3CCCC(=O)N=C3S2)cc1Cl
    i | -8.0 | -20.4% | -20.6% | 2.9% | 9.4% | -9.0 | -4.3
> Cc1onc(-c2ccccc2Cl)c1C(=O)NCc1ccco1
    i | -16.1 | -41.1%[inhibitor] | 1.3% | 28.3% | 3.5% | -5.5 | 1.8
> CNc1oc(-c2ccccc2Cl)nc1C#N
    i | 22.8 | -62.6% | -5.2% | -5.5% | -4.7% | -7.1 | -2.0
> C/C=C/c1ccc(OCCCn2cncn2)c(OC)c1
    i | -24.5 | -18.0%[57.5 µM] | -1.5% | -4.1% | 1.8% | -8.5 | -1.1
> CCOC(=O)Cn1nc(NC(=O)c2ccc(C(=O)OC)cc2)cc1C
    i | -13.1 | -15.1% | -2.2% | 10.0% | 4.6% | -1.8 | 0.7
> Cc1onc(-c2ccccc2Cl)c1C(=O)Nc1ccccc1C(N)=O
    i | -12.0 | -3.8%[57.5 µM] | 0.3% | 8.9%[57.1 µM] | -2.1% | 6.2 | 0.8
> CC1C(=O)N2CCCc3cc(S(=O)(=O)Nc4ccccc4C(N)=O)cc1c32 (stereo not given)
    i | 0.0 | i | -3.2% | 3.4% | 2.4% | -0.4 | -1.2
> CC1(C(=O)NCc2ccccc2)CSCC(=O)N1CC(F)(F)F (stereo not given)
    i | 15.3 | -15.3% | nt | 9.6% | 1.4% | 3.8 | nt
> O=C(Nc1ccc(N2CCCC2)c(Cl)c1)c1ccc(Br)o1
    nt | -14.6 | i | -6.9% | -1.3% | 7.2% | -8.8 | -1.4
> Cc1ccc(-c2csc(NC(=S)NC(=O)c3ccco3)n2)cc1
    i | 0.2 | i | -4.8% | 16.0% | -8.3% | -5.9 | -0.6

Whole records, quoted from the list. Order of values: pAkt inh | D3 antag | PTHR1 ag | Mm-Cpn inhibitor | EPAC2 antag | EPAC2 ag | D3 ag | CCT chaperon mod
CCOC(=O)Cn1nc(NC(=O)c2ccc(C(=O)OC)cc2)cc1C as listed: i | -13.1 | -15.1% | -2.2% | 10.0% | 4.6% | -1.8 | 0.7
Cc1ccc(-c2csc(NC(=S)NC(=O)c3ccco3)n2)cc1 as listed: i | 0.2 | i | -4.8% | 16.0% | -8.3% | -5.9 | -0.6

New compounds follow.
Fields – pAkt inh | D3 antag | PTHR1 ag | Mm-Cpn inhibitor | EPAC2 antag | EPAC2 ag | D3 ag | CCT chaperon mod
> COCCSc1nnc(NC(=O)C2CCN(C(=O)c3ccco3)CC2)s1
    i | 11.3 | i | 4.8% | 0.2% | 6.8% | 2.1 | 1.9
> O/N=C1\CC/C(=N\O)c2nn(-c3ccccc3Cl)nc21
    i | 7.4 | -6.1%[57.5 µM] | 2.5% | -2.6% | -2.9% | 3.6 | -1.1
> COc1cccc(CC(=O)N2CCN(c3ccccc3[N+](=O)[O-])CC2)c1
    i | -20.6 | i | 1.7% | -2.5% | 4.1% | -9.2 | 0.4
> C[C@@H](c1ccccc1)N1C[C@@H](COCc2ccccc2)Oc2cc(N3CC[C@H](N(C)C)C3)ccc2S1(=O)=O
    i | 0.1 | 5.8% | nt | -2.0% | 5.6% | -2.0 | 1.6
> Cc1ccc(C2/C(=C(/O)c3ccc4c(c3)CC(C)O4)C(=O)C(=O)N2CCCn2ccnc2)cc1 (stereo not given)
    nt | -18.6 | -29.4% | -8.1% | 11.3% | 10.8% | -1.3 | -1.2
> Cc1cccc(C(=O)Nc2cccc3cccnc23)c1
    i | -1.1 | -44.3%[inhibitor] | 0.1% | -22.9% | 16.0% | 6.7 | -1.3
> COc1ccc(C2C(C#N)=C(N)Oc3cc(C)[nH]c(=O)c32)c(OC)c1OC (stereo not given)
    i | 18.1 | ? | 3.2%[15.4 µM] | 0.1% | -0.9% | 2.3 | -2.8
> Cc1c(C(=O)NCc2cccc([N+](=O)[O-])c2)sc(=O)n1Cc1cccc(F)c1
    i | -13.9 | i | nt | -10.1% | 4.1% | 1.7 | 0.6
> O=C(Nc1cc([N+](=O)[O-])ccc1F)C1CC1
    i | 23.0 | -24.6% | 0.7% | -4.5% | 9.2% | 5.7 | -0.4
> CN1CCc2c(sc(NC(=O)c3ccc(S(=O)(=O)N4CCCC4)cc3)c2C(N)=O)C1
    i | -24.9 | -19.4% | -1.3% | -7.7% | 8.0% | 1.0 | -2.1

Quoted at random: 2 records from the list, in no set order.
Fields – pAkt inh | D3 antag | PTHR1 ag | Mm-Cpn inhibitor | EPAC2 antag | EPAC2 ag | D3 ag | CCT chaperon mod
> Cc1c(C(=O)NCc2cccc([N+](=O)[O-])c2)sc(=O)n1Cc1cccc(F)c1
    i | -13.9 | i | nt | -10.1% | 4.1% | 1.7 | 0.6
> COCCSc1nnc(NC(=O)C2CCN(C(=O)c3ccco3)CC2)s1
    i | 11.3 | i | 4.8% | 0.2% | 6.8% | 2.1 | 1.9

Later entries
mol	pAkt inh	D3 antag	PTHR1 ag	Mm-Cpn inhibitor	EPAC2 antag	EPAC2 ag	D3 ag	CCT chaperon mod
NNC(=O)c1cc(-c2ccc(O)cc2)nc2ccc(Br)cc12	i	5.1	i	-1.9%	4.9%	-2.0%	-14.6	1.1
Cc1ccc([N+](=O)[O-])cc1N1C(=O)CS/C1=N\NC(=O)c1cccnc1	i	1.0	-24.9%	-4.0%	8.3%	5.8%	-0.4	-0.5
COc1cc(C(=O)NCC(=O)OCCN2C(=O)c3ccccc3C2=O)cc(OC)c1OC	i	-8.7	-3.6%	-2.1%	-2.2%	12.4%	0.2	0.7
C1=CC2(C=C1)OC21CCC2(C=CC3(C2)OC3C2CCCCC2)CC1 (stereo not given)	i	8.8	-2.1%	nt	1.7%	4.7%	-1.4	-1.4
CCOc1ccc(CCNC(=O)c2cccc(-n3cnnn3)c2)cc1OCC	i	2.2	-5.5%	-0.7%	-5.1%	-7.0%	10.8	-0.7
O=C(c1ccc(CS(=O)Cc2cccc(Cl)c2)o1)N1CCN(c2ccc(F)cc2)CC1 (stereo not given)	i	26.5	-1.2%	nt	0.7%	-4.6%	-2.9	-0.2
C=CCC1(O)C(=O)N2C(=C1C(=O)OCC)c1ccc3ccccc3c1CC2(C)C (stereo not given)	i	16.2	i	-1.4%	-26.5%	2.7%	1.1	0.2
O=C(NCCCn1ncc2ccccc21)c1cc(COc2c(F)cccc2F)on1	i	-4.2	-18.5%	2.6%	-3.4%	21.2%	16.9	-0.9
CCCC1=C(C(=O)OCC)C(c2cccnc2)n2nc(C)nc2N1 (stereo not given)	i	1.9	i	1.8%	-0.8%	8.3%	4.4	-0.6
COc1ccccc1OCCCCN1CCC(C)CC1	i	?	i	-6.6%	20.7%	11.3%	-46.4	-9.5
O=C(N/N=C/c1ccc(O)cc1)c1cncc(Br)c1	i	-20.8	-10.3%	-2.7%	7.7%	16.6%	-18.1	-3.3
O=C(COC(=O)c1ccc2ncsc2c1)Nc1ccc(OC(F)(F)F)cc1	i	11.2	-4.7%	-1.9%	0.7%	-9.6%	4.2	0.6
O=C(O)c1ccc(N2C(=O)C3ON(c4ccccc4)C(c4ccccc4F)C3C2=O)cc1 (stereo not given)	i	12.3	i	-1.1%	-1.5%	-7.7%	2.6	0.2
CCC(C)C1NC(=S)N(C2CCCCC2)C1=O (stereo not given)	i	-9.2	-16.1%	-2.0%	11.8%	6.1%	-18.9	1.1
CCCCN(C(=O)CSc1nnc(-c2ccccc2)o1)c1c(N)n(CCC)c(=O)[nH]c1=O	i	12.4	-56.5%[inhibitor]	0.7%	-0.4%	0.7%	0.0	0.8
Cc1ccc(NC(=O)C2CCN(S(=O)(=O)c3c(C)noc3C)CC2)cc1C	i	4.2	-9.2%&-13.0%	0.1%	-2.0%	2.3%	7.0&-11.6	2.6
CCC(C)Oc1ccccc1C1CC(=O)NC2=C1C(=O)CCC2 (stereo not given)	i	-26.5	i	-1.4%	9.4%	0.4%	0.4	-0.7
COc1ccccc1NC(=O)N1CCN(c2ncccn2)CC1	i	0.0	-8.7%[57.5 µM]	-1.4%	1.0%	0.6%	2.4	-3.9
CCCC[C@@H]1CNC(=S)N1CC1CCCCC1	i	6.8	-25.9%	3.4%	-25.8%	2.3%	12.5	-0.1
COc1ccccc1OCC(=O)O	i	?	26.0%[57.5 µM]	-0.4%&-0.6%	6.5%&17.2%	2.5%&9.8%	-5.5&11.0	3.1&2.1
